Compound activity as filed in PubChem BioAssay.
TAG inh – reduces triacylglycerol accumulation in H9c2 cells; Nile Red lipid (TAG) fluorescence; cells loaded with 200 µM oleic acid; inhibition, % at 12.5 µM; actives 0.66% (n = 230,000);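 active = pattern-corrected inhibition of lipid staining of at least 50% with the nuclear-stain viability signal not falling by more than 50%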;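 note: 0% = DMSO wells and 100% = triacsin C control wells; some results filed as inactive read as strong as hits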
TAG inh DAPI viability – also measured in TAG inh; calls as there; DAPI nuclei signal change (viability), lower = more cytotoxic, %;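 whole-well DAPI fluorescence read on a plate reader as a viability signal; minus 50 percent equals half of cells still viable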
* marks the source's active call; other numbers are inactive results. A portion of the library; the hit share may differ from the screen's.

SMILES | TAG inh | TAG inh DAPI viability
CCCCn1c(N)c(N(C)C(=O)c2cccc(-n3cnnn3)c2)c(=O)[nH]c1=O | 11 | -6
O=C(NCc1ccco1)c1cnccn1 | -5 | 5
O=C1CCCc2c1sc1nc3n(c(=O)c21)CCCCC3 | -16 | 7
Cc1ccc(-c2n[nH]c(=S)n2/N=C/c2ccc(C)s2)cc1 | -7 | 4
O=S(=O)(c1ccc(Cl)cc1)c1nc(-c2ccccc2F)oc1NCCN1CCOCC1 | -12 | 7
O=C(CN1C(=O)NC2(CCCC2)C1=O)NC(c1ccccc1)c1ccccc1 | 14 | -2
O=C(O)C1CCCN(CCC=C(c2ccccc2)c2ccccc2)C1 (configuration not stated) | 17 | -13
CN(C)c1ccc(C(=S)N2CCCCC2)cc1 | -11 | -4
Cc1ccc(C2(c3noc(CN4C[C@@H](C)O[C@@H](C)C4)n3)CCCC2)cc1 | 5 | -6
O=C(c1ccc(F)cc1)c1c[nH]c(C(=O)NCc2cccnc2)c1 | 17 | -8
CCOC(=O)C1CCCN(C(=O)c2sc3nc4n(c(=O)c3c2C)CCC4)C1 (configuration not stated) | 15 | -10
N/C(=C\C(=O)c1cc(Cl)ccc1O)C(Cl)(Cl)Cl | 43 | -41
Cc1ccc(-n2c(SCC(=O)NCc3ccco3)nc3sc(C)c(C)c3c2=O)cc1 | 2 | -8
O=C(Nc1ccccc1N1CCOCC1)c1ccc2c(c1)OCCO2 | -1 | -2
CCCC(=O)N1CCN(C2=NS(=O)(=O)c3ccccc32)CC1 | -5 | 3
Cc1ccc(Cl)cc1NC(=O)c1cc(NC(=O)C2CCCCC2C(=O)O)ccc1N1CCOCC1 (configuration not stated) | 1 | -3
COc1ccc(N(CC(=O)Nc2ccccc2C)S(=O)(=O)c2c(C)[nH]c(=O)[nH]c2=O)cc1 | -8 | 6
C/C(Cn1nnc2ccccc21)=N\OC(=O)c1ccccc1C | -24 | 12
COC(=O)c1cc(NC(=S)NC(=O)c2ccccc2)ccc1N1CCOCC1 | 5 | 3
CCc1sc(C(=O)Nc2nc(-c3ccccn3)cs2)cc1C | -14 | 2
COc1ccccc1CNC(=O)c1ccc(Cl)c(NC2=NC3CS(=O)(=O)CC3S2)c1 (configuration not stated) | 4 | 5
Clc1ccc2oc(-c3ccccc3)cc(=NCCCN3CCOCC3)c2c1 | 6 | 30
Cc1cc(=O)[nH]c(SCC2(O)C3CC4CC(C3)CC2C4)n1 (configuration not stated) | 16 | -1
S=C1N(c2ccccc2)C(c2ccc(Cl)cc2)N2CCCN12 (configuration not stated) | -1 | -8
Clc1ccc(-c2csc(N/N=C\c3cccnc3)n2)cc1 | 24 | 21
CCN(CC)C(=O)CSc1nc2ccccc2c(=O)[nH]1 | -12 | 6
CN(Cc1cccs1)C(=O)CCc1ccc(S(=O)(=O)N2CCOCC2)cc1 | -13 | 15
CCC1CCCCN1C(=O)c1ccc(OC2CCN(C(=O)C3CC3)CC2)cc1 (configuration not stated) | -14 | -8
N#Cc1ccccc1OCC(=O)NC(N)=O | 9 | -16
CN1C(=O)NC(c2ccc(O)cc2)C2=C1CN(c1cccc3ccccc13)C2=O (configuration not stated) | 6 | -4
Cc1c(C(=O)Nc2ccc3oc(-c4cccnc4)nc3c2)oc2ccccc12 | 42 | 1
COC(=O)c1ccccc1NC(=S)NC(NC(=O)c1ccccc1[N+](=O)[O-])C(Cl)(Cl)Cl (configuration not stated) | 21 | -10
CCCc1nc(N2CCN(S(=O)(=O)c3ccc(Cl)cc3)CC2)c2c(C)c(C)sc2n1 | 6 | 18
COc1ccc(Cl)cc1CSc1ncn[nH]1 | -4 | 4
CCOC(=O)CCCNC(=O)COc1ccccc1C#N | 5 | 3
COc1cccc(OC)c1OCCN1CCN(C(=O)c2ccco2)CC1 | 10 | -8
Cc1ccc(N2CC(=O)N(CC(=O)O)C2=O)cc1 | 12 | -7
CCOc1ccc2ccccc2c1CNCCCN1CCOCC1 | -10 | 18
O=C(CCC(=O)c1ccccc1)NCc1ccccc1 | 8 | -2
CCOC(=O)c1c(C)n(-c2ccc(C)cc2)c2ccc(OCC(O)CNCCCO)cc12 (configuration not stated) | 33 | 37
O=C(OCC(=O)c1ccc(S(=O)(=O)N2CCCC2)cc1)C1=COCCO1 | -12 | -5
COCCNC(=O)c1ccccc1NC(=O)CCSc1ccccc1 | 2 | -4
O=C1CSC(c2ccccc2[N+](=O)[O-])N1c1cccc(F)c1 (configuration not stated) | 1 | 3
COc1cccc(N2[C@@H](CC(=O)O)c3ccccc3S2(=O)=O)c1 | 7 | 3
CCC(=O)c1c[nH]c(C(=O)NCCCN2CCOCC2)c1 | -4 | -1
CCOC(=O)N1CCN(S(=O)(=O)c2ccc(C(=O)N(CCCN(C)C)c3nc4ccc(Cl)cc4s3)cc2)CC1 | 11 | 3
CC1=C(CC(=O)O)c2cc(F)ccc2C1=Cc1ccc(S(C)(=O)=O)cc1 | 8 | 2
NC(=O)c1sc2nnc(-c3ccccc3)c(-c3ccccc3)c2c1N | 18 | -8
COc1ccc(CCNCC(=O)N2C(C)CCCC2C)cc1OC (configuration not stated) | -8 | 3
CCS(=O)(=O)N1Cc2ccccc2CC1C(=O)N(C)CC(=O)Nc1cccc(F)c1 (configuration not stated) | 0 | 3
c1ccc(-c2cnn3nnnc3n2)cc1 | 7 | 0
C/C=C\C=C/C(=O)Nc1cccc(C2=NOC3(C2)C[C@@H](C(N)=O)N(C(=O)CCCCC)C3)c1 (some centres not stated) | -2 | 11
O=C(Cn1nnc2ccccc21)OCC(=O)c1ccc(F)cc1 | -4 | 5
CCn1c(Cc2ccccc2)nnc1SCC(=O)Nc1nc2ccccc2s1 | -2 | 1
O=C(CN1C(=O)NC2(CCCCC2)C1=O)Oc1ccc2c(C(F)(F)F)cc(=O)oc2c1 | -16 | 14
CC1CN(c2nc3ccccc3cc2-c2ccccc2)CC(C)O1 (configuration not stated) | 0 | 2
O=C(NCc1ccc(Cl)cc1)C1CCCN(C(=O)c2ccc(Cl)cc2)C1 (configuration not stated) | -6 | -6
COc1ccc(C)cc1-n1c(C)cc(C=O)c1C | 6 | -7
O=C(CO/N=C/c1ccccc1OC(F)F)NC1CCCCC1 | 4 | -1
Cc1nn(Cc2ccccc2Cl)c2sc(C(=O)Nc3ccccc3N3CCOCC3)cc12 | 34 | -13
The list goes on.
SMILES | TAG inh | TAG inh DAPI viability
CC(C)CNC(=O)c1ccc2c(c1)C(=O)N(Cc1ccco1)C2=O | -9 | -4
Cc1cc(C(=O)OCc2nc3ccccc3s2)c(C)o1 | -19 | 10
COc1ccc(C)cc1NC(=O)c1[nH]c(C)c(C(C)=O)c1C | -4 | 5
O=C(O)c1ccc(Oc2ccc([N+](=O)[O-])cc2)c([N+](=O)[O-])c1 | -11 | -6
Clc1cccc(-c2nc(NCCCN3CCOCC3)c3ccccc3n2)c1 | 18 | 32
COc1ccc(C(O)c2ncc(-c3cccc(F)c3)[nH]2)cc1F (configuration not stated) | -6 | 11
Cc1nc2cc(C(F)(F)F)ccc2n1CCNc1nc(-c2cc(Cl)c(N)c(Cl)c2)cs1 | 0 | -4
Cc1ccc2[nH]c3c(c2c1)CN(C(=O)CN1CCN(c2ccccn2)CC1)CC3 | -51 | 15
Cn1cccc1CC(=O)NNC(=S)NC(=O)c1ccc(F)cc1 | -2 | 1
CCC(=O)N1CCN(c2ccnc3cc(Cl)ccc23)CC1 | 9 | -6
CCC(NC(=O)C1CCC1)c1ccc(C)cc1 (configuration not stated) | 1 | -6
COc1ccc(-c2noc(CCC(=O)N(C)c3cccc(C)c3)n2)cc1 | 7 | -2
CN1CCN(CCNC(=O)Nc2ccc([N+](=O)[O-])cc2)CC1 | 4 | 2
CN(CC(=O)Nc1ccc(N2CCOCC2)cc1)Cc1c(O)ccc2ccccc12 | 1 | 2
CC1CCC(NC(=O)C2CCC(CNS(=O)(=O)c3cccc4nsnc34)CC2)CC1 (configuration not stated) | 16 | 5
CCOC(=O)C1(CCc2ccccc2)CCN(C(=O)c2occc2C)CC1 | -12 | 25
O=C(C1CCCN(S(=O)(=O)c2cccc3nsnc23)C1)N1CCc2ccccc21 (configuration not stated) | 11 | -2
O=C(O)C1CCN(c2ccc(S(=O)(=O)N3CCC(C(=O)O)CC3)cc2[N+](=O)[O-])CC1 | 3 | -2
Cc1ccc(S(=O)(=O)N2[C@@H](c3ccc(Cl)cc3)C(C(=O)O)=CC[C@H]2c2cccs2)cc1 | 14 | 1
S=c1[nH]nc(Cc2noc3ccccc23)n1-c1ccc(Cl)cc1 | 6 | 6
Cn1c2c(c(=O)n(C)c1=O)C(C(F)(F)F)(C(F)(F)F)N=C(c1ccccc1Cl)N2 | -1 | -6
Cc1ccc(Nc2c3c(nc4ccccc24)CCC3)cc1 | -22 | 2
C[C@H]1CN(S(=O)(=O)c2c(F)cccc2F)CCN1S(=O)(=O)c1ccc2c(c1)OCCO2 | -9 | -5
O=C(CSc1nc(-c2ccccc2)cs1)NCCCN1CCCC1=O | -14 | 1
Cc1c(N2C(=O)c3ccc(F)cc3C2=O)c(=O)n(-c2ccccc2)n1C | -9 | -11
COc1cc(NC(=O)CCn2c(=S)[nH]c3ccccc3c2=O)cc(OC)c1OC | -3 | 9
CCOCC(=O)N1CCN(c2cccc(Cl)c2)CC1 | 8 | 6
O=C(NCC(=O)N1CCCC(C(F)(F)F)C1)c1ccccc1F (configuration not stated) | 9 | 10
CCOc1ccc(S(=O)(=O)Nc2ccc(C(=O)NCc3ccncc3)cc2)cc1 | -10 | -3
C[C@H](NC(=O)c1nc[nH]c1C(=O)N[C@@H](Cc1ccccc1)C(=O)OCc1ccccc1)C(=O)OC(C)(C)C | -4 | -6
COc1ccc(C(C)C)cc1S(=O)(=O)N1CCN(C)CC1 | -2 | 2
CCOc1cccc(C(=O)N2CCCCC2c2cccnc2)c1 (configuration not stated) | -10 | -2
COc1ccc(S(=O)(=O)Nc2cccc3c2O[C@H](CN(C)CC2CCCCC2)[C@@H](C)CN([C@H](C)CO)C3=O)cc1 | -8 | -8
COc1ccccc1CNC(=O)C(C)NS(=O)(=O)c1ccc(Br)cc1 (configuration not stated) | -8 | 3
CCc1ccc(C2N(c3ccc(OC)cc3)C(=O)C3CCCN32)cc1 (configuration not stated) | 7 | -10
CCOc1ccc(NC(=O)COc2ccc(OC)cc2)cc1 | 1 | -5
N#Cc1c(NC(=O)CN2CCOCC2)oc(-c2ccccc2)c1-c1ccccc1 | 7 | 0
O=C(CSc1nc2[nH]ncc2c(=O)[nH]1)Nc1ccc(F)cc1 | 24 | -22
COc1ccccc1OCc1ccc(C(=O)Nc2ccc(Cl)cn2)o1 | 4 | 2
COC(=O)c1ccc(/C=N/Nc2nc(N3CCCCC3)nc(N3CCCCC3)n2)cc1 | -3 | 6
Cc1ccc(-n2c(CCc3ccccc3)n[nH]c2=S)cc1C | 12 | -1
Cc1ccc(C(O)c2ncc(-c3ccccc3F)[nH]2)c(C)c1 (configuration not stated) | -3 | -2
Cc1cc(C)n(C(=O)CSc2nnc(SCC(=O)n3nc(C)cc3C)s2)n1 | -1 | 5
Cc1c(Cl)cn2c(=O)cc(CN3CCN(c4ccccc4)CC3)nc2c1Cl | 16 | -3
COc1ccc(S(=O)(=O)NC(=O)C2(C)CCN2C(=O)Cc2ccccc2Cl)cc1OC (configuration not stated) | 2 | 0
CC(=O)Nc1ccc2nc(NC(=O)c3cccs3)sc2c1 | 3 | 0
O=C(NC1CCCCC1)c1cc2cc(Br)ccc2o1 | 3 | -4
NC(=O)CC(NC(=O)Cc1ccc(Br)cc1)c1ccc(N2CCC(Cc3ccccc3)CC2)c([N+](=O)[O-])c1 (configuration not stated) | -7 | -10
CCSc1nnc(NC(=O)CC(C)C)s1 | 9 | -2
Clc1ccccc1C(c1nnnn1Cc1ccco1)N1CCN(Cc2ccco2)CC1 (configuration not stated) | -1 | -7
Cc1cc2c(=O)oc(-c3ccccc3Br)nc2s1 | 10 | -3
CC1(C(=O)O)CCN1C(=O)c1ccccc1F (configuration not stated) | 8 | -5
COc1cc2c(cc1Cl)C(=O)C(F)(c1ccccc1)C(=O)N2 (configuration not stated) | 3 | -7
Cc1oc2cc(O)ccc2c(=O)c1-c1cnn(-c2ccccc2)c1 | -14 | 1
Cc1ccc2c(c1C)NC(C)CC2C (configuration not stated) | -5 | 2
CCOc1ccc(CC(=O)Nc2c(C(=O)Nc3ccccc3)oc3ccccc23)cc1OCC | 46 | 65
